Compound activity deposited in PubChem BioAssay by several laboratories.
CDK5 inh – blocks human CDK5/p35 kinase activity | inhibition, % at 10 µM | 0.01% of 330,000 active | Recombinant CDK5/p35, ADP-Glo luminescence, 60 min | Q00535+Q15078;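 active = highest replicate inhibition of at least 50% and at least 75% of replicates reaching 50%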;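 also: plate controls were DMSO neutral control for no effect and GW8510 at 10 µM for full effect; many of its hits are not listed in these tables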
Tat export inh – E. coli Tat transport inhibition. inhibition, % at 10 µM. 0.036% of 340,000 active. E. coli MC4100 TorA-mCherry Tat export, fluorescence;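 active = mean replicate inhibition at least 50% and at least half of replicates individually reaching 50%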;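 also: exported cargo escapes ClpAP degradation while cytoplasmic cargo is degraded and loses fluorescence; 0% = median of neutral control wells and 100% = median of NaSCN control wells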
MITF TRPM1 HTS – activators of MITF-driven TRPM1 promoter activity in SK-MEL-5 cells; activation, % at 12.5 µM; 0.75% of 300,000 active; SK-MEL-5 TRPM1-promoter luciferase, 24 h; % of positive control, neutral wells = 0; AID 588334;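 active = mean activation of at least 80% with every replicate also reaching 80%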;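 also: 0% = neutral control wells and 100% = parthenolide positive control wells; values of inactives mirror those of a sister screen read the other way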
CAL PDZ FP-1 – blocks peptide binding to human CAL PDZ domain; AID 504414; purified CAL PDZ, TMR-peptide fluorescence polarization, 1 h; inhibition, % at 20 µM; Q9HD26; 0.02% of 330,000 active;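 active = highest replicate inhibition of at least 40%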;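 also: plate controls were DMSO neutral control wells for no effect and unlabeled competitor peptide control wells for full effect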
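System: tagged CAL PDZ domain. Schedule: 1 h room-temperature incubation prior to read. Signal: fluorescence polarization (mP). Measure: percent inhibition from loss of millipolarization.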
Wnt bcat act – activators of Wnt/beta-catenin signaling. Wnt/beta-catenin reporter cell assay, activator, plate reader. activation, % at 9.35 µM. 1.2% of 300,000 active; in the data active = activation above about 30%, passing the limit was not always enough;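 also: 0% = neutral control wells and 100% = positive control wells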
CAL PDZ FP-2 – blocks peptide binding to the human CAL PDZ domain; purified CAL PDZ, TMR-peptide fluorescence polarization, 1 h; Q9HD26; 0.92% of 300,000 active; AID 602252; inhibition, % at 24.9 µM;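 active = mean inhibition of at least 30% with at least half of replicates also reaching 30%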;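 also: 0% = DMSO neutral control and 100% = excess unlabeled competitor peptide PRC23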
dFosB act – mouse delta FosB homodimer activation | 0.99% of 340,000 active | activation, % at 25 µM | AID 493131 | purified delta FosB, TAMRA-CDK5 oligo fluorescence polarization; percent of positive-control signal above neutral wells | P13346;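 active = mean activation above about 17%, with every replicate also reaching it, limit read from the data, passing the limit was not always enough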;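 also: fluorescence polarization rise as delta FosB binds a TAMRA Cdk5 AP-1 oligo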
Target sequence (P13346 whole entry, looked up): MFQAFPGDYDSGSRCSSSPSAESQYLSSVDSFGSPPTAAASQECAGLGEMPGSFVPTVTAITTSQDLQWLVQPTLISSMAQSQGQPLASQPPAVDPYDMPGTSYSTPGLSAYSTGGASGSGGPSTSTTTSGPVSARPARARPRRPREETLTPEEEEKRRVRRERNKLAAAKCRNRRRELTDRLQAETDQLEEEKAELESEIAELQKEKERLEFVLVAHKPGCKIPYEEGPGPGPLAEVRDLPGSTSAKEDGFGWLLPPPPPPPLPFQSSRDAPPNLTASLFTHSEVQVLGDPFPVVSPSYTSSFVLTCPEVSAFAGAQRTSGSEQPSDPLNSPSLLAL
cardiac RTF act – cardiac RTF calcium sensitization; 0.24% of 340,000 active; activation, % at 7.2 µM; IANBD-labeled TnC RTF fluorescence at EC20 calcium; 0% EC20 calcium, 100% full calcium;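 active = activation above the mean over all tested compounds plus 3 SD, cut at about 30% in these data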;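 also: rise in fluorescence read as greater calcium sensitivity of cardiac thin filaments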
Rtt109 Vps75 – blocks Candida albicans Rtt109/Vps75 acetyltransferase activity. 0.16% of 330,000 active. inhibition, % at 34.9 µM. purified Rtt109/Vps75, ThioGlo CoA-SH fluorescence, 4 h. Q5AAJ8. AID 540336;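 active = inhibition of at least 50% in every replicate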
Target sequence (Q5AAJ8 whole entry, looked up): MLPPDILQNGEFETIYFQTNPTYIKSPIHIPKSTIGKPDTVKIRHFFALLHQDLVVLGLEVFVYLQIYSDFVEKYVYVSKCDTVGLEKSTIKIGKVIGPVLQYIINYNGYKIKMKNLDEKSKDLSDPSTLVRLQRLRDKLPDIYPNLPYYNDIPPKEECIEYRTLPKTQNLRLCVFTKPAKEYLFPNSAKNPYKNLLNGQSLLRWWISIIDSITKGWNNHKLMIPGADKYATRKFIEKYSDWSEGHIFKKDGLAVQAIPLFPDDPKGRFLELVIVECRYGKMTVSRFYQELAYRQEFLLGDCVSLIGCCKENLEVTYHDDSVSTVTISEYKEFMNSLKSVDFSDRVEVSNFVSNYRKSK
V-ATPase pHluor – yeast V-ATPase proton transport regulation by pHLuorin. response, % at 10 µM. 0.37% of 350,000 active. S. cerevisiae, pHLuorin cytosolic pH fluorescence; in the data active = response mostly above about 7.3%, no sharp cut-off; inactive = mostly below about 5.4%; also: actives read high; inactives centre near 0; some compounds called inactive have numbers as strong as hits; reference of the scale not given here
An asterisk follows results filed as active; i = inactive; x = no result given.

SMILES	CDK5 inh	Tat export inh	MITF TRPM1 HTS	CAL PDZ FP-1	Wnt bcat act	CAL PDZ FP-2	dFosB act	cardiac RTF act	Rtt109 Vps75	V-ATPase pHluor
O=c1[nH]n(-c2ccccc2)c(=O)c2ccccc12	-0.2	0	1	0.7	-3	x	-1	1	-4	-2
O=[N+]([O-])c1cccc(-c2cn3nc(-c4ccccc4)c(-c4ccccc4)nc3n2)c1	-1.2	-2	x	-0.6	3	x	-6	11	1	-3
O=c1[nH]c(=O)n(Cc2ccccc2)c2nc(-c3ccc(C(F)(F)F)cc3)n(CCO)c12	0.2	0	2	-1.5	-1	-5	5	-8	-5	6
CC(C)CN1CCC(CNC(=O)CCc2nnc(Cc3c[nH]c4ccccc34)o2)CC1	-0.9	6	4	-0.4	0	x	0	5	20	-1
COc1cc(Cl)ccc1OCc1cc(C(=O)N(C)Cc2nnc(C)o2)no1	-2.6	6	1	0.0	3	-1	-2	10	-2	-1
CCCCC(CC)C(=O)Nc1cc([N+](=O)[O-])ccc1F (stereo unspecified)	0.5	0	0	-4.2	x	2	1	-7	x	2
c1ccc(Oc2cccc(Oc3ccccc3)n2)cc1	0.8	8	11	-0.4	5	0	1	0	42	-2
CC(C)NC(=O)Cn1cc(C(=O)C2CC2)c2ccccc21	0.1	2	11	-1.9	24	-2	-9	8	x	3
Cc1ccc(-c2c(C(=O)N/N=C/c3ccsc3)nnn2-c2nonc2N)cc1	-0.3	-5	1	-3.1	1	-8	-13	-4	-1	-3
O=C(CSc1nnc(SCc2ccc(F)cc2)s1)Nc1ccc(C(=O)O)cc1	0.2	0	-1	-1.2	10	-6	-5	3	-2	-1
COc1cccc(NC(=S)N2CCC(NC(=O)C3CCCCC3)CC2)c1	0.2	-6	-2	-5.5	-1	-2	-4	-8	-5	-1
COC(C(=O)Nc1ccnn1C1CCN(Cc2cccc(C)n2)CC1)c1ccccc1 (stereo unspecified)	-2.5	-8	-17	-1.2	0	-4	-1	-2	16	5
O=C(COC(=O)c1ccccc1OCc1ccc(Cl)cc1)NC1CC1	-1.9	-11	-4	x	x	-32	1	4	0	0
COc1cccc(C(=O)Nc2nnc(Cc3ccc(OC)c(OC)c3)s2)c1	-0.1	1	x	-0.4	-1	-5	-3	6	-3	1
CN(Cc1nc(-c2cnccn2)no1)C1CC(C)(C)NC(C)(C)C1	0.8	-7	-11	0.5	-1	23	-4	11	-18	5
NC(=O)Cn1cnc(-c2ccccc2)c1	-1.8	-1	-1	-1.7	x	-1	-1	-2	-3	2
Nn1c(SCC(=O)NC2CCCC2)nnc1-c1ccccc1F	0.4	6	3	-0.2	x	x	2	-6	-3	-8
O=C(Nc1ccccc1Cl)N1CCN(Cc2ccc3c(c2)OCO3)CC1	-3.1	-5	10	0.0	-1	25	1	-1	1	-4
COc1cc(OC)cc(C(=O)N2CCC(C(=O)NCCc3ccccc3)CC2)c1	-1.1	-4	x	-1.4	0	-8	2	1	2	-1
CC(C)c1ccc(NC(=O)CSc2nc3ccsc3c(=O)n2CCC(=O)O)cc1	-3.8	-8	-3	-4.6	-3	1	-16	-2	1	6
COc1cccc(C(=O)NCC2CCCN2S(=O)(=O)c2cccs2)c1 (stereo unspecified)	-0.3	2	4	-1.6	1	-1	-6	7	-3	1
COc1cc(C(=O)NC2CCN(C)CC2)ccc1Nc1ncc2c(n1)N(C1CCC(O)CC1)CCC(=O)N2C (stereo unspecified)	-0.8	-3	-1	1.6	x	-1	-8	1	0	2
O=C(c1ccncc1)N1CCc2ccccc2C1	1.0	-14	-13	-0.4	-4	-4	-1	-5	2	0
Cc1c(C)[n+](=O)c2c(n1[O-])C(Br)CCC2Br (stereo unspecified)	0.4	18	x	0.1	1	-4	-9	10	-4	1
N#CCSc1ccc(S(=O)(=O)N2CCOCC2)cn1	0.7	2	-5	1.0	-2	-1	3	1	34	1

Quoted from the listing for reference:
SMILES	CDK5 inh	Tat export inh	MITF TRPM1 HTS	CAL PDZ FP-1	Wnt bcat act	CAL PDZ FP-2	dFosB act	cardiac RTF act	Rtt109 Vps75	V-ATPase pHluor
O=C(c1ccncc1)N1CCc2ccccc2C1	1.0	-14	-13	-0.4	-4	-4	-1	-5	2	0
Cc1c(C)[n+](=O)c2c(n1[O-])C(Br)CCC2Br (stereo unspecified)	0.4	18	x	0.1	1	-4	-9	10	-4	1
N#CCSc1ccc(S(=O)(=O)N2CCOCC2)cn1	0.7	2	-5	1.0	-2	-1	3	1	34	1

The list continues.
SMILES	CDK5 inh	Tat export inh	MITF TRPM1 HTS	CAL PDZ FP-1	Wnt bcat act	CAL PDZ FP-2	dFosB act	cardiac RTF act	Rtt109 Vps75	V-ATPase pHluor
CCN1C[C@@H]2[C@@H]3C(=O)N(C)C(=O)[C@@H]3[C@](C)(C(=O)OC)N2C1=NC	1.1	-2	0	-0.4	-1	-7	9	-6	2	1
CCCn1c(N)c(C(=O)CN(C)CC(=O)Nc2ccccc2C(F)(F)F)c(=O)[nH]c1=O	-0.5	-8	x	0.2	-2	0	-8	0	-8	0
Cc1ccc([N+](=O)[O-])cc1NC(=O)CCSc1ccc(Cl)cc1	1.8	-1	0	0.0	x	-1	10	-4	1	2
Cc1cc(=O)oc2c(CN3CCCCC3)c(O)ccc12	-1.2	-17	-1	-1.5	0	-6	3	-7	i	0
COC(=O)c1ccc(C)c(NC(=O)CCc2ccc(OC)c(OC)c2)c1	-0.4	0	1	-2.7	x	1	0	0	-4	-1
COCCCNc1nc2c([nH]1)c(=O)[nH]c(=O)n2C	0.2	-6	-4	-1.5	0	-3	1	0	1	2
CN(CC(=O)Nc1cccc(F)c1)CC(=O)NC(c1ccccc1)c1ccccc1	2.3	5	14	-0.6	-2	-4	-5	-2	25	2
C=CCN1C(=O)c2ccc(C(=O)NCCOc3ccccc3F)cc2C1=O	-0.9	-9	19	-2.5	0	-3	-2	-1	8	-1
CC1CN(C(=S)Nc2ccc(F)cc2F)CC(C)O1 (stereo unspecified)	0.8	-4	7	-1.6	-3	-1	-5	1	-22	-1
Cc1cccc(C2=NN(c3ccccc3)[C@@H](C(=O)N3CCOC3=O)[C@@H]2C)c1	-1.6	-4	-1	-0.5	-2	0	1	1	-1	-2
O=C(COc1ccc(Cl)cc1)NCCNc1ccc([N+](=O)[O-])cc1	0.4	12	1	0.1	4	2	-1	-2	0	0
FC(F)(F)c1ccccc1CN1CCN(C2CCCCCC2)CC1	-0.2	4	17	-1.4	-6	0	-10	4	x	25
Cc1onc(-c2ccccc2)c1C(=O)N(C)CC(=O)Nc1ccc(F)c(F)c1F	1.6	3	-10	1.1	0	-3	-10	6	-7	-2
CC(=O)Nc1ccc(S(=O)(=O)NC2CC(=O)N(c3ccc4c(c3)OCCO4)C2)cc1 (stereo unspecified)	0.7	-4	0	-1.2	-3	x	-11	-9	2	-2
CCc1nnc(SCC(=O)Nc2nccs2)n1CC	-0.8	-10	-3	-1.8	-1	x	0	1	7	4
O=C(Nc1ccccc1C(=O)Nc1ccncc1)c1ccccc1	1.4	1	4	-1.9	1	43*	-15	-6	-2	-4
C[C@H](CO)N1C[C@H](C)[C@@H](CN(C)CC2CCCCC2)Oc2c(NC(=O)Cc3ccccc3)cccc2C1=O	1.0	-6	-23	1.1	-3	-1	-12	-5	-4	-2
Oc1cccc(Nc2c3ccccc3nc3ccccc23)c1	0.7	-14	-34	2.1	9	2	65*	-3	-1	4
Cc1ccc2[nH]c(=O)c(CN(CCCN(C)C)C(=S)NCCc3ccccc3)cc2c1	0.1	-7	-2	-1.7	-21	-1	0	0	2	-2
COc1ccccc1NC(=O)CC(=O)CSc1nnc(-c2ccc(C)cc2)n1-c1ccccc1	-0.5	-5	2	-3.0	x	-2	-3	16	-7	4
CSCCC(NC(=O)c1ccc(Cl)cc1Cl)C(=O)N1CCN(C(=O)c2ccccc2)CC1 (stereo unspecified)	0.7	-1	1	0.4	-1	-1	-5	0	-4	0
COc1ccc(C(=O)NCCCc2ccccc2)cc1OC	-0.6	-3	x	-1.3	-1	-3	3	0	4	3
O=C(O)c1cccc(NC(=S)N/N=C/c2cccc(O)c2)c1	-0.9	1	-12	-1.4	-8	0	-6	-5	x	x
Cc1ccc(C(=O)NCC(c2ccco2)N2CCc3ccccc3C2)cc1C (stereo unspecified)	-2.0	11	2	-1.0	1	-4	-3	-5	0	1
COc1ccc(C)cc1NC(=O)CNC(C)C(=O)Nc1ccc(C(C)=O)cc1 (stereo unspecified)	0.8	-1	-6	-0.1	1	-2	-7	5	3	-5
Next section.
SMILES	CDK5 inh	Tat export inh	MITF TRPM1 HTS	CAL PDZ FP-1	Wnt bcat act	CAL PDZ FP-2	dFosB act	cardiac RTF act	Rtt109 Vps75	V-ATPase pHluor
Clc1nc(CN2CCCCC2)nc2sc3c(c12)CCCC3	-0.6	-3	1	-0.9	9	x	-1	0	4	-2
CCC(=O)OCn1nnc2ccccc2c1=O	0.6	-5	-7	-0.4	-1	-7	-2	2	x	2
CN(Cc1nc(-c2cccc(Cl)c2)no1)C1CCOCC1	-2.3	-4	71	-1.4	23	3	-2	2	-1	3
COCCn1c(C(C)C)nc2oc3ccccc3c(=O)c2c1=O	-2.6	-2	5	-1.0	0	-4	-6	2	0	0
O=C(NCCN1CCOCC1)c1cc([N+](=O)[O-])ccc1Cl	-0.4	-6	x	-0.1	-1	1	-5	2	-4	0
Cc1c(NC(=O)Nc2ccccc2[N+](=O)[O-])c(=O)n(-c2ccccc2)n1C	-0.1	0	1	-0.3	0	-1	-6	-4	-1	2
Clc1nnc(Cl)c2c1ncn2Cc1ccccc1	-1.4	-3	-8	-1.1	-1	1	1	5	x	-1
O=C1CC(c2ccco2)CC(O)=C1C=NCCN1CCN(C(=O)Nc2ccc(Cl)cc2)CC1 (stereo unspecified)	-0.5	-5	-4	-0.3	x	-1	-2	3	2	-5
Nc1ccc(C(=O)OCC(=O)Nc2cc([N+](=O)[O-])ccc2F)cc1	-1.4	7	-1	-1.0	1	2	6	-9	-4	0
N#Cc1c(SCC(=O)N2CCOCC2)nsc1SCC(=O)N1CCOCC1	0.9	-1	1	x	0	18	6	0	7	-2
C/C(CC(=O)C(F)(F)F)=N\NC(=O)/C(C#N)=C/N(C)C	1.7	7	7	-2.3	-3	x	-5	-4	22	6
Cc1ccc(C(=O)N2N=C(c3ccc(Br)cc3)CC2c2ccccc2O)cc1 (stereo unspecified)	-0.3	4	x	-0.8	-7	-6	2	-3	1	3
Cc1csc(SCC(=O)N2CCN(S(=O)(=O)c3ccccc3)CC2)n1	2.6	-5	13	-0.1	-6	-1	-10	1	-10	2
CCN1C(=O)N[C@@H](c2ccccc2)C(C(=O)OC)=C1C	0.5	-14	14	0.1	2	-3	3	8	2	-8
COc1ccc(S(=O)(=O)NCc2cccnc2)cc1NC(=O)c1ccccc1	1.1	-6	1	-2.4	-1	-3	-4	0	3	4
CCc1cc(C(=O)COc2ccc(F)cc2)c(O)cc1O	-1.9	0	44	-0.5	42*	x	-3	-5	2	0
COc1cccc(C2NC(C)(C(=O)O)C3C(=O)N(C(C)C)C(=O)C23)c1O (stereo unspecified)	1.4	-6	-5	-0.5	2	x	4	-1	-1	0
COc1ccc2nc(COC(=O)c3cccs3)c(C(C)=O)[n+]([O-])c2c1	-0.1	9	-4	0.5	0	-4	2	1	-22	2
